# Assay outcomes (PubChem BioAssay)
# Pf growth 48h – Primary qHTS for delayed death inhibitors of the malarial parasite plastid, 48 hour incubation. P. falciparum luciferase growth in erythrocytes, 48 h. AID 504832, 2011. 5.9% of 310,000 active. Potency, µM (highest dose often 28.7 µM), inactives show at the highest dose activity change, negative = inhibition, hits mostly inhibitors; note: potency is the fitted concentration of half-maximal effect; % is set by controls: 0 for no effect and ±100 for the full control effect
#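 Luciferase-expressing P. falciparum in infected erythrocytes (2% hematocrit, 0.1% parasitemia final) in RPMI 1640/0.5% Albumax were exposed to compound for 48 hours at 37 C, 5% CO2; growth read as luminescence.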
# Sm TGR block – qHTS Assay for the Inhibitors of Schistosoma Mansoni Peroxiredoxins; Schistosoma mansoni thioredoxin glutathione reductase (TGR), Q962Y6; purified TGR, DTNB reduction, TNB absorbance 405 nm; Potency, µM (titrated, usually from 114 µM), for the others: at the top dose activity change, negative = inhibition, hits mostly inhibitors; 3% of 360,000 active; note: potency is the fitted concentration of half-maximal effect; % is set by controls: 0 for no effect and ±100 for the full control effect; nearly all actives have a fitted effect of over 60% in size
#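 TGR 20 nM + NADPH 100 uM (dispensed conc.), cpd preinc 15 min RT; start with NADPH (500 uM addition) then DTNB (15 mM addition). Kinetic TNB absorbance, 405 nm filter. Four-parameter Hill fit across titration.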
# CHX counter – Cycloheximide Counterscreen for Small Molecule Inhibitors of Shiga Toxin. cell reporter, cycloheximide protein synthesis inhibition counterscreen. max response, %. 12% of 300,000 active. AID 2314, 2010; in the data active = max response mostly above about 13%, no sharp cut-off; inactive = mostly below about 14%; note: read at 38.3 µM for the half of the compounds with a filed dose; 0% is about no effect
# FBPA Giardia inh – qHTS Assay for Inhibitors of Fructose-1,6-bisphosphate Aldolase from Giardia Lamblia | A8B2U2 | purified Giardia FBPA | Potency, µM (highest dose often 59.6 µM), for inactives: at the top dose activity, negative = inhibition, most hits filed as inhibitors | 0.71% of 290,000 active | AID 2451, 2010; note: potency is the fitted concentration of half-maximal effect; % is set by controls: 0 for no effect and ±100 for the full control effect; nearly all actives have a fitted effect of over 55% in size
# Target sequence (A8B2U2 whole entry, looked up): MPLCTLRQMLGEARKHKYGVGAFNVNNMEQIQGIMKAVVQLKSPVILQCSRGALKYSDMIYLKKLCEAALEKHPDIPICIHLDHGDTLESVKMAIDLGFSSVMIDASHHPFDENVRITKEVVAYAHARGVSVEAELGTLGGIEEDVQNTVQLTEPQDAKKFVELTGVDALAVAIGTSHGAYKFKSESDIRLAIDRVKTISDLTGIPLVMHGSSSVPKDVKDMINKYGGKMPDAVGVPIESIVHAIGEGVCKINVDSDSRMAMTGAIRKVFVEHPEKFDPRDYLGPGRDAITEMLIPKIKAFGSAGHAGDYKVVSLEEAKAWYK
#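 Giardia FBPA (40 nM reagent) was preincubated 10 min at RT with compound (up to 57.5 uM final), then substrate plus GAPDH/TPI/NAD/arsenate coupling system with diaphorase/resazurin was added; resorufin fluorescence (525/598 nm) was read after 20 min.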
# Shiga inhibitor – A qHTS for Small Molecule Inhibitors of Shiga Toxin. AID 2315, 2010. 9.2% of 290,000 active. Vero cells, Shiga toxin protein synthesis inhibition reporter. inhibition, % at 38.7 µM; in the data active = inhibition mostly above about 28%, no sharp cut-off; inactive = mostly below about 43%; note: 0% is about no effect
# Pf growth 96h – Primary qHTS for delayed death inhibitors of the malarial parasite plastid, 96 hour incubation; AID 504834, 2011; 6.9% of 320,000 active; P. falciparum luciferase reporter growth, 96 h; Potency, µM (titrated, usually from 28.7 µM), inactives show at the top dose activity change, negative = inhibition, most hits filed as inhibitors; note: potency is the fitted concentration of half-maximal effect; % is set by controls: 0 for no effect and ±100 for the full control effect
#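 Two-generation exposure (96 h) targets delayed-death phenotype. Reporter parasites carrying integrated firefly luciferase, in red cells at 2% hematocrit and 0.05% parasitemia final, kept at 37 C, 5% CO2; luminescence loss indicates inhibition.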
# Active calls of the source: *; ? = inconclusive; nt = no result given; & = joins results of further samples; [ ] = dose if it differs, or a comment. Unless noted, calls come from the whole dose curve; as a rule, active = well fitted curve in the direction sought with a large enough effect; inconclusive = small, poorly fitted or top-dose-only effect, or another doubt; inactive = no such curve, though single readings can be large; an effect the other way counts as inactive or inconclusive. The order is random; 24% or so of the library scored in one or more.
1: O=C(CCCn1c(=O)c2ccccc2n(Cc2ccccc2)c1=O)NCc1ccco1
2: COc1ccccc1CNC(=O)CSc1ccc(-c2cccc([N+](=O)[O-])c2)nn1
3: CCCC(=O)N(C1CC(C)C(C#N)(C#N)C1(C#N)C#N)N(C)C (configuration not stated)
4: CCc1cccc2sc(N(CCCN3CCOCC3)C(=O)CS(=O)(=O)c3ccccc3)nc12
5: CCC(C)C(NC(=O)C1CCC(C)CC1)C(=O)Nc1ccc(OC)cc1OC (configuration not stated)
entry no.,1,2,3,4,5
Pf growth 48h,nt,-4%,7%,9.3µM*,?
Sm TGR block,13%,-2%,2µM*,4%,-9%
CHX counter,13,-5,4,nt,10
FBPA Giardia inh,1%,-1%,-4%,nt,2%
Shiga inhibitor,-4,-8,20,nt,-4
Pf growth 96h,72%[activator],0%,-10%,?,-87%

6: COc1ccccc1OCc1cc(C(=O)N2CCN(C)C(c3ccccc3)C2)no1 (configuration not stated)
7: Cc1ccc2c(CN3CCN(Cc4ccc5c(c4)OCO5)CC3)cc(=O)oc2c1C
8: Cc1cc(C)n(CC(C)NCc2c(C(=O)N3CCOCC3)nc3c(C)cccn23)n1 (configuration not stated)
9: CCCNC(=O)C1CCC(CNS(=O)(=O)c2ccc3c(c2)CC(C)N3C(C)=O)CC1 (configuration not stated)
10: CCN1CCN(Cc2ccc(NC(=O)c3cc(NC(=O)c4cnn(-c5ccccc5)c4N)cc(OC)c3)cc2C(F)(F)F)CC1
entry no.,6,7,8,9,10
Pf growth 48h,?,-5%,3%,-7%,1.9µM*
Sm TGR block,0%,-8%,-1%,-2%&-4%,3%
CHX counter,59*,3,0,-1,-2
FBPA Giardia inh,nt,-7%,-1%,nt,2%
Shiga inhibitor,81*,-7,-5,-6,6
Pf growth 96h,3%,-12%,0%,-2%,0.83µM*

11: CCOC(=O)c1cccc(NC(=O)c2ccc3c(c2)C(=O)N(CC2CCCO2)C3=O)c1 (configuration not stated)
12: CCC(=O)N1CC(C)C(=O)Nc2ccccc21 (configuration not stated)
13: CC(=O)c1ccc(N2CCN(C(=O)c3cc4c(C)nc5ccccc5c4o3)CC2)cc1
14: CCCCNc1nc(CC(C)=O)ns1
15: O=C(CN1CCC(NC(=O)Nc2ccc(F)cc2)CC1)Nc1ccccc1[N+](=O)[O-]
entry no.,11,12,13,14,15
Pf growth 48h,2%,-11%,5%,nt,?
Sm TGR block,1%,4%,2%,-31%,?
CHX counter,5,2,-2,-1,2
FBPA Giardia inh,nt,2%,-4%,-1%,2%
Shiga inhibitor,-17,13,-8,-15,-5
Pf growth 96h,46%[activator],?,?,1%,-26%

16: CN(CCCNC(=O)C1CCCN(S(=O)(=O)c2cnc[nH]2)C1)c1ccccc1 (configuration not stated)
17: Cc1cccc(C(=O)Nc2ccc(S(=O)(=O)Nc3nc(C)cc(C)n3)cc2)c1
18: Cc1ccc(-n2ncc3c(SCC(=O)NNC(=O)c4ccco4)ncnc32)cc1
19: CCCCN(CC)CCCNC(=O)c1cc2c(-c3ccc(OC)c(OC)c3)nn(C)c2s1
20: O=C(COC(=O)c1ccc(Br)o1)NCC1CCCO1 (configuration not stated)
entry no.,16,17,18,19,20
Pf growth 48h,nt,-9%,17%,2.6µM*,6%
Sm TGR block,-4%,0%,3%,4%&-1%,-4%
CHX counter,-1,-2,-1,-3,-1
FBPA Giardia inh,-9%,?,0%,3%,7%
Shiga inhibitor,-16,1,6,12,21
Pf growth 96h,?,?,?,?,nt

21: CC(=O)c1cccc(NC(=O)c2ccc(OCc3c(C)noc3C)cc2)c1
22: CNCCCOc1cccc(Oc2ccccc2)c1
23: CC(C)(C)OC(=O)NNC(=O)NC12CC3CC(CC(C3)C1)C2
24: FC(F)(F)c1cc(N2CCNCC2)c2ccccc2n1
25: COc1ccc2[nH]c3c(Cl)ncnc3c2c1
entry no.,21,22,23,24,25
Pf growth 48h,-26%,?,5%[5.75 µM],6%,6%
Sm TGR block,2%,-7%,4%,10%,-14%
CHX counter,nt,34*,10,1,1
FBPA Giardia inh,nt,?,8%,4%,0%
Shiga inhibitor,nt,100*,-4,4,-14
Pf growth 96h,-8%,19%,?,-16%,?

26: CCOC(=O)N1CCN(C(=O)Cn2ccc3ccccc3c2=O)CC1
27: N#Cc1cnn2ccc(-c3ccc4c(c3)CCC4)nc12
28: COCCCNC(=S)N1CCN(c2ccccc2)CC1
29: CS(=O)(=O)c1ccc2nc(NC(=O)c3cccs3)sc2c1
30: COc1cc(SC)ccc1C(=O)N(C)CC(=O)Nc1cccc2ccccc12
entry no.,26,27,28,29,30
Pf growth 48h,17%,-6%,0%,41%[activator],?
Sm TGR block,3%,-1%,5%,0%,-21%
CHX counter,6,12,-4,-2,nt
FBPA Giardia inh,-1%,-13%,6%,5%,nt
Shiga inhibitor,-7,16,9,9,nt
Pf growth 96h,?,10%,20%,146%[activator],-7%

31: O=C(NCc1ccco1)c1ccc(COc2ccccc2Cl)cc1
32: COc1ccc(CCNc2ncccc2C#N)cc1OC
33: Cc1occc1C(=O)N1CCC2(CCCN(Cc3ccc(F)c(F)c3)C2)C1 (configuration not stated)
34: COc1ccc(NC(=O)C23CC4CC(C2)CC(n2cnc(Br)n2)(C4)C3)cc1OC
35: Cc1ccccc1C(=O)NC(CC(C)C)C(=O)Nc1ccc(F)c([N+](=O)[O-])c1 (configuration not stated)
entry no.,31,32,33,34,35
Pf growth 48h,?,131%[activator],?,?,-4%
Sm TGR block,?,-4%,-26%,-24%,0%
CHX counter,16,44*,20,1,-3
FBPA Giardia inh,0%,-3%,-4%,6%,3%
Shiga inhibitor,35,88*,0,12,-18
Pf growth 96h,?,125%[activator],-14%,8%,?

36: CCc1nnc(NC(=O)C2CC(=O)N(C3CCCCC3)C2)s1 (configuration not stated)
37: CN(CC(=O)Nc1ccc(F)cc1)C(=O)COC(=O)COc1ccc(C#N)cc1
38: C/C(=N/NS(=O)(=O)c1ccc(C)cc1)c1ccc2c(c1)OCO2
39: CCOc1ccc(NC(=O)CC)cc1
40: CCN(CC(=O)Nc1cccc(F)c1)CC(=O)Nc1ccccc1OC
entry no.,36,37,38,39,40
Pf growth 48h,3%,8%,14%,22%,-8%
Sm TGR block,7%,3%,-13%,nt,-25%
CHX counter,-3,nt,-2,-3,-3
FBPA Giardia inh,-13%,nt,-2%,5%,-5%
Shiga inhibitor,-7,nt,-6,19,6
Pf growth 96h,1%,-1%,-6%,10%,-2%

# Complete entries, looked up by structure. Values in the order: Pf growth 48h	Sm TGR block	CHX counter	FBPA Giardia inh	Shiga inhibitor	Pf growth 96h
# Shown for Cc1ccccc1C(=O)NC(CC(C)C)C(=O)Nc1ccc(F)c([N+](=O)[O-])c1 (configuration not stated) = -4%	0%	-3	3%	-18	?
# Shown for COc1ccccc1CNC(=O)CSc1ccc(-c2cccc([N+](=O)[O-])c2)nn1 = -4%	-2%	-5	-1%	-8	0%
# Shown for Cc1cc(C)n(CC(C)NCc2c(C(=O)N3CCOCC3)nc3c(C)cccn23)n1 (configuration not stated) = 3%	-1%	0	-1%	-5	0%

# Next section
41: COc1ccc(C)cc1NC(=O)CN(C)S(=O)(=O)c1cc(C)ccc1OC
42: COc1ccc(N(CC(=O)Nc2cc(C)on2)S(=O)(=O)c2cc(C)ccc2C)cc1
43: COc1cc(C(=O)NCC(=O)NC(C)CCc2ccccc2)cc(OC)c1OC (configuration not stated)
44: CC(=O)OCc1cc2cc(C)ccc2[nH]c1=O
45: COc1ccc(S(=O)(=O)N2CCC(C(=O)NCC3CCCO3)CC2)cc1C (configuration not stated)
entry no.,41,42,43,44,45
Pf growth 48h,-3%,-18%,9%,-23%,13%
Sm TGR block,7%,-14%,5%,-14%,-3%
CHX counter,-7,-3,-1,-2,-2
FBPA Giardia inh,1%,-6%,nt,-3%,2%
Shiga inhibitor,-3,-10,-28,-8,-5
Pf growth 96h,-13%,-28%,-5%,-4%,33%[activator]

46: Cc1cc(N2CCC(C)CC2)nc(-n2nc(C)cc2C)n1
47: CCCC(=O)c1ccc(N2CCN(C(=O)c3ccc(Br)cc3)CC2)c(F)c1
48: CCOc1ccccc1NC(=O)COc1cccc(-n2cnnn2)c1
49: COCCNC(=S)Nc1ccccc1[N+](=O)[O-]
50: C/C(=N\NC(=O)Nc1ccccc1)c1ccccc1
entry no.,46,47,48,49,50
Pf growth 48h,0.74µM*,-5%,-7%,7%,53%[activator]
Sm TGR block,-14%,-8%,6%,?,1%
CHX counter,-1,0,-4,-2,20*
FBPA Giardia inh,10%,-2%,8%,-5%,5%
Shiga inhibitor,-9,-7,-7,-8,32
Pf growth 96h,nt,?,?,19%,-28%

51: O=C1CCCN1CCCn1cnc2c([nH]c3ccc(F)cc32)c1=O
52: COc1ccc2[nH]c(=O)c(CN(Cc3ccco3)C(c3nnnn3Cc3ccccc3)C(C)C)cc2c1 (configuration not stated)
53: CCCC(=O)N(CC(=O)Nc1sc(C)c(C)c1C(N)=O)Cc1ccccc1
54: CSc1nnc2c(n1)c(C)nn2-c1ccc(C)cc1
55: O=C(CCS(=O)(=O)c1ccc(Cl)cc1)NCCc1c[nH]c2ccccc12
entry no.,51,52,53,54,55
Pf growth 48h,30%,nt,-7%,37%[activator],4%
Sm TGR block,?,-32%,11%,-12%,-5%
CHX counter,11,1,8,20*,-2
FBPA Giardia inh,-9%,-7%,-1%,0%,-2%
Shiga inhibitor,16,-34,-5,23,-1
Pf growth 96h,1%[5.75 µM],3.3µM*,1%,-17%,-1%

56: COc1ccc(CN2CCN(c3ccccn3)CC2)c(OC)c1
57: O=C(Nc1nc(-c2ccco2)c(-c2ccco2)s1)C1CC(=O)N(c2ccc3c(c2)OCCO3)C1 (configuration not stated)
58: Cc1ccc(C(=O)NC(C)C(c2cccs2)N2CCCC2)s1 (configuration not stated)
59: Cc1ccc(C)c(NC(=O)c2cc(S(=O)(=O)N3CCCCC3)c[nH]2)c1
60: Cc1nnc(N(Cc2ccco2)C(=O)c2ccno2)s1
entry no.,56,57,58,59,60
Pf growth 48h,nt,1%,0%,2%,21%
Sm TGR block,-4%[11.4 µM],11µM*,-27%,-8%,?
CHX counter,-6,12,-1,-1,-3
FBPA Giardia inh,-23%,?,1%,-8%,?
Shiga inhibitor,-15,0,-5,1,13
Pf growth 96h,-24%,16%,0%,?,204%[activator]

61: COc1cccc2cc(C(=O)C3=C(O)C(=O)N(Cc4ccco4)C3c3cccnc3)oc12 (configuration not stated)
62: O=[N+]([O-])c1ccccc1NCc1ccccc1Cl
63: COc1ccc(OCCCC(=O)Nc2nc(-c3ccccn3)cs2)cc1
64: COC(=O)c1ccccc1NC(NC(=O)c1ccco1)C(=O)c1ccccc1 (configuration not stated)
65: CCOC(=O)N1CCC(=NNS(=O)(=O)c2cccc([N+](=O)[O-])c2)CC1
66: CCOC(=O)N1CCC(NC(=O)c2cnn3ccccc23)CC1
67: CCN(CC)CCNC(=O)C(C)c1nn(CC)c(=O)c2ccccc12 (configuration not stated)
entry no.,61,62,63,64,65,66,67
Pf growth 48h,-2%,32%[activator],?,nt,7%,4%,-4%
Sm TGR block,25µM*,-9%,-5%,-1%[11.4 µM],28µM*,-14%,-10%
CHX counter,-4,1,4,-2,11,-5,-3
FBPA Giardia inh,10%,4%,-21%,-3%,0%,1%,-5%
Shiga inhibitor,30,9,8,22,11,-4,3
Pf growth 96h,0%,45%[activator],?,nt,nt,-14%,?
